Source: PubChem (several laboratories)
BoNT-A LC inh2 – BoNT A light chain protease inhibition. multiplex microsphere protease substrate cleavage, flow cytometry. inhibition, % at 10 µM. 0.17% of 360,000 active. AID 588499; in the data active means inhibition above about 30%; inconclusive means no clear call, values can overlap the other calls; further: plate controls were buffer without enzyme for full effect and enzyme alone for no effect
Mtb BioA inh – BioA (M. tuberculosis) enzyme inhibition | purified M. tuberculosis BioA enzyme, plate reader | inhibition, % at 9.99 µM | 0.096% of 360,000 active | AID 602481; in the data active means inhibition above about 40%; inconclusive means no clear call, values can overlap the other calls
FBA Mtb inh – inhibits M. tuberculosis FBA enzyme; P9WQA3; purified M. tuberculosis FBA, fluorescence read-out; inhibition, % at 1 µM; 2.3% of 360,000 active; in the data active means inhibition above about 27%;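 further: 0% = vehicle and 100% = reference inhibitor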
Target sequence (P9WQA3 whole entry, looked up): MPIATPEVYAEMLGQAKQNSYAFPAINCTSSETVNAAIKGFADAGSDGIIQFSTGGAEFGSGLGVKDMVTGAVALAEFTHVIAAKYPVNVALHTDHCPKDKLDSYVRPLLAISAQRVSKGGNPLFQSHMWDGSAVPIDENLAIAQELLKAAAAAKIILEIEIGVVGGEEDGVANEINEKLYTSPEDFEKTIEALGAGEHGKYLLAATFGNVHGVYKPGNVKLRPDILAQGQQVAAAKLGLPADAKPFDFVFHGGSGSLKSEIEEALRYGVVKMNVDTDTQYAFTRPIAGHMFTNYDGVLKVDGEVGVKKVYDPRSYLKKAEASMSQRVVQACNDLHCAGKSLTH
CCHFV vOTU inh – CCHFV vOTU protease inhibition; Pep-AMC fluorescence; inhibition, % at 11.5 µM; 0.55% of 370,000 active; AID 651958; further: 0% = vehicle wells with enzyme and 100% = no enzyme wells
BoNT F protease – blocks Botulinum neurotoxin F light chain protease | 0.22% of 360,000 active | inhibition, % at 10 µM | Multiplex microsphere protease cleavage assay, flow cytometry; in the data active means inhibition above about 35%, passing the limit was not always enough; inconclusive means no clear call, values can overlap the other calls; further: plate controls were buffer without enzyme for full effect and enzyme alone for no effect
FadD28 binding – blocks FadD28 binding to the bisubstrate probe; 0.22% of 360,000 active; fluorescence polarization; inhibition, % at 12.5 µM; in the data active means inhibition above about 8.5%, passing the limit was not always enough; inconclusive means no clear call, values can overlap the other calls
GDH-TPI counter – counter-screen for M. tuberculosis FBA inhibitors: GDH-TPI coupled enzymes. GDH-TPI coupled enzyme counterscreen, NADH absorbance. inhibition, % at 4.8 µM. 1.2% of 360,000 active;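 further: 0% = DMSO wells and 100% = wells lacking the enzyme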
PrPC TRFRET – reduces human prion protein on the cell surface | 0.43% of 370,000 active | inhibition, % at 13.8 µM | AID 720596 | cell surface PrPC, TR-FRET read-out; in the data active means inhibition above about 24%; further: 0% = median of the test wells and 100% = reference compound wells
UGM FP inh – inhibitors of M. tuberculosis UDP-galactopyranose mutase; purified UGM, fluorescence polarization probe displacement; inhibition, % at 10 µM; 0.06% of 320,000 active; in the data active means inhibition above about 10%, passing the limit was not always enough; inconclusive means no clear call, values can overlap the other calls
Target sequence (P9WIQ1 whole entry, looked up): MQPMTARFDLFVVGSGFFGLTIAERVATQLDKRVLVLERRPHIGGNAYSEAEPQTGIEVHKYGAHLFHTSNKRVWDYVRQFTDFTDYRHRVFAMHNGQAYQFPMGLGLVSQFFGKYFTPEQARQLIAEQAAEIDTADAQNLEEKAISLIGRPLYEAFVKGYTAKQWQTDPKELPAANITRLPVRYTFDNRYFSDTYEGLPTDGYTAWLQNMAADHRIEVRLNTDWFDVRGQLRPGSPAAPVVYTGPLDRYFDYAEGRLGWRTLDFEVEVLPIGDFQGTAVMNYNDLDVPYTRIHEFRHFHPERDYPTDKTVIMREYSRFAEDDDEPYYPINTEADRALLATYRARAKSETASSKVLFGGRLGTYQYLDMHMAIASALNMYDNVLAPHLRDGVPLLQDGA
The depositor's hits bear a star; u = inconclusive; x = not tested or not shown. Unless noted, no stated cut-off is given here; in the data, active means inhibition above about 30%; inactive means the rest.

SMILES	BoNT-A LC inh2	Mtb BioA inh	FBA Mtb inh	CCHFV vOTU inh	BoNT F protease	FadD28 binding	GDH-TPI counter	PrPC TRFRET	UGM FP inh
CCC(CO)NCc1ccccc1OC(C)C (stereo not drawn)	-0.6	x	0.7	-4.5	-3.5	-4.0	-10.1	-3.1	0.7
N#CCc1ccc(OC(=O)c2cnccc2C(F)(F)F)cc1	1.8	-1.7	0.7	-3.5	17.0	-3.2	-0.4	-1.6	-0.3
O=C(NNC(=O)c1cc2ccccc2cc1O)Nc1ccc(F)cc1F	-1.1	-0.4	2.4	7.1	-5.3	-3.0	7.7	2.7	-3.7
COCCCNC(=O)CC(NS(=O)(=O)c1ccc(Cl)cc1)c1ccco1 (stereo not drawn)	-1.5	-0.1	-1.7	12.5	-31.6	-3.2	7.9	-3.3	2.0
CCOc1ccc(C(=O)NCC(=O)OCc2csc(-c3ccccc3)n2)cc1	0.1	0.0	28.6*	-3.9	-2.5	0.2	7.7	-0.7	5.8
O=C(CN(C(=O)c1csnn1)c1ccc(F)c(Cl)c1)NC1CCCCC1	-0.2	-1.0	-0.6	9.2	-0.7	-4.7	-11.7	-1.5	1.3
COC(=O)c1cc(C(=O)OC)n(Cc2ccc(F)cc2)n1	0.1	-3.8	3.1	-7.5	2.3	-0.5	8.8	0.2	0.1
COc1cc(-c2nc3ccccn3c2N)ccc1O	3.8	0.0	1.3	-1.6	-1.3	0.6	20.3	4.3	0.0
CN1CCN(C(=O)c2ccc(CS(=O)Cc3ccc(Cl)cc3)o2)CC1 (stereo not drawn)	1.7	-0.7	-5.0	8.9	1.8	-3.0	-2.6	-7.0	-2.5
Cc1cccc2cc(CN(Cc3cccnc3)C(=O)c3ccncc3)c(=O)[nH]c12	-0.3	-4.5	0.4	-4.2	-1.8	-0.2	14.7	-2.5	-1.4
Cc1cc(Cl)ccc1OCCCC(=O)OCC(=O)Nc1cccc(S(N)(=O)=O)c1	-0.4	1.4	3.4	6.6	-8.4	-3.1	9.0	-7.1	-2.7
CSc1ccccc1NC(=O)c1ccoc1C	1.1	-1.6	-0.6	14.3	u	-2.7	8.7	-0.5	1.2
COC(=O)c1sc2nc[nH]c(=O)c2c1C	0.4	x	23.6	2.6	-5.1	-0.3	10.6	2.1	-1.8
O=C(CCSc1ccccc1)Nc1nnc(-c2cccs2)o1	-0.8	2.9	5.2	1.6	-1.4	-2.5	-2.4	2.9	4.5
Cc1scc(C(=O)N2CCN(S(C)(=O)=O)CC2)c1-c1ccccc1	u	-0.3	0.2	-14.9	-1.3	0.7	2.8	0.8	0.4

Arranged by count of non-hydrogen atoms (low to high): 8 of the compounds above
SMILES	BoNT-A LC inh2	Mtb BioA inh	FBA Mtb inh	CCHFV vOTU inh	BoNT F protease	FadD28 binding	GDH-TPI counter	PrPC TRFRET	UGM FP inh
CSc1ccccc1NC(=O)c1ccoc1C	1.1	-1.6	-0.6	14.3	u	-2.7	8.7	-0.5	1.2
COc1cc(-c2nc3ccccn3c2N)ccc1O	3.8	0.0	1.3	-1.6	-1.3	0.6	20.3	4.3	0.0
COC(=O)c1cc(C(=O)OC)n(Cc2ccc(F)cc2)n1	0.1	-3.8	3.1	-7.5	2.3	-0.5	8.8	0.2	0.1
Cc1scc(C(=O)N2CCN(S(C)(=O)=O)CC2)c1-c1ccccc1	u	-0.3	0.2	-14.9	-1.3	0.7	2.8	0.8	0.4
CN1CCN(C(=O)c2ccc(CS(=O)Cc3ccc(Cl)cc3)o2)CC1 (stereo not drawn)	1.7	-0.7	-5.0	8.9	1.8	-3.0	-2.6	-7.0	-2.5
O=C(CN(C(=O)c1csnn1)c1ccc(F)c(Cl)c1)NC1CCCCC1	-0.2	-1.0	-0.6	9.2	-0.7	-4.7	-11.7	-1.5	1.3
CCOc1ccc(C(=O)NCC(=O)OCc2csc(-c3ccccc3)n2)cc1	0.1	0.0	28.6*	-3.9	-2.5	0.2	7.7	-0.7	5.8
Cc1cccc2cc(CN(Cc3cccnc3)C(=O)c3ccncc3)c(=O)[nH]c12	-0.3	-4.5	0.4	-4.2	-1.8	-0.2	14.7	-2.5	-1.4

The list continues.
SMILES	BoNT-A LC inh2	Mtb BioA inh	FBA Mtb inh	CCHFV vOTU inh	BoNT F protease	FadD28 binding	GDH-TPI counter	PrPC TRFRET	UGM FP inh
CCOC(=O)c1c(NC(=O)c2cccc(N3C(=O)CCC3=O)c2)sc(C)c1C	-2.1	-0.4	3.8	0.5	-9.2	-1.4	4.0	-0.8	3.0
CN(CP(=O)(O)CCc1ccccc1)S(C)(=O)=O	0.2	-0.7	-0.3	2.0	3.4	-4.9	3.9	10.2	-2.9
Cc1cccc(C(=O)NCCN2CCCC2)c1	-1.0	1.9	-0.7	-2.0	-0.1	-2.2	-9.0	-0.4	0.0
N#Cc1ccccc1S(=O)c1ccccc1C(=O)Nc1ccccc1 (stereo not drawn)	-3.9	-0.6	3.8	-1.7	-22.5	-1.2	11.2	-3.4	1.5
COC(=O)C1=CN(Cc2cccs2)C=C(C(=O)OC)C1c1cccc(OC)c1OC	0.6	-0.7	53.2*	-19.7	-9.1	-0.7	8.8	-6.3	-2.7
COc1ccc(CNC(=O)c2ccc(CS(=O)Cc3ccc(Cl)cc3)o2)cc1 (stereo not drawn)	-2.0	-1.4	-1.7	-0.5	4.9	-0.8	0.7	3.1	-1.9
C/C(=N\N(Cc1ccccc1)c1ccccc1)c1cccnc1	-0.1	x	-2.1	-2.3	1.0	-2.0	-1.2	8.1	-0.1
CCN(CC)S(=O)(=O)c1cccc(C(=O)N/N=C/c2c(C)nn(-c3ccccc3)c2Cl)c1	0.1	x	1.4	4.3	3.4	0.8	4.0	-1.8	0.5
CCN(CC)CCNC(=O)C1(c2ccccc2)CCCCC1	0.4	0.8	0.2	2.5	-5.2	-0.9	0.4	-11.8	x
CN(C(=O)c1ccc(NC(=O)C2CCCN(C(=O)OC(C)(C)C)C2)cc1)C1CCCCC1 (stereo not drawn)	-0.1	0.8	-0.8	2.1	5.7	2.2	-1.7	7.6	1.8
O=C(Cc1c[nH]c2ccccc12)NCc1ccc(Cl)cc1Cl	0.6	1.4	0.2	2.6	-4.5	-3.4	-2.1	1.1	-0.8
O=S(=O)(c1ccc(-c2ccccc2)cc1)N1CCCC1	0.2	x	1.0	-3.1	-0.9	-2.4	-3.8	5.5	0.1
Cc1ccc(CNC(=O)c2ccccc2N)cc1	1.1	-0.9	59.8*	-29.4	0.7	-4.7	-9.6	-2.2	-5.4
CC(C)Cn1c(N)c(/C=N/NC(=O)c2ccc(Cl)cc2)c(=O)n(C)c1=O	-2.7	-0.1	-0.3	-12.6	-6.3	-0.7	2.2	14.7	1.1
O=C(O)c1ccc2c(c1)N(Cc1ccccc1F)C(=O)c1ccccc1S2=O (stereo not drawn)	-1.1	-0.9	3.4	1.2	3.5	-1.3	2.0	-0.9	-0.2
Nc1ccc(S(=O)(=O)N2CCCCC2c2cccnc2)cc1 (stereo not drawn)	-1.0	2.0	0.4	-2.7	-20.2	0.5	8.2	0.6	-1.0
COc1cc([N+](=O)[O-])ccc1NC(=O)Nc1ccc2c(c1)OCCO2	0.6	x	0.3	2.5	-1.2	-0.8	23.2	8.6	-0.5
CC1CCN(CC(=O)Nc2cccc(Cl)c2)CC1	0.0	1.6	-0.2	12.1	-0.6	-1.9	-0.6	3.1	1.3
CCn1nc(C)cc1C(=O)NC1CCCc2c1cnn2-c1cc(F)cc(F)c1 (stereo not drawn)	1.4	4.6	0.5	4.0	0.9	-3.5	-7.0	12.9	-3.1
COC(=O)c1cc(NC(=S)Nc2cc(Cl)cc(Cl)c2)cc(C(=O)OC)c1	0.1	x	23.7	1.3	-4.8	-6.8	-2.0	3.8	1.3
CC(C)(C)S(=O)(=O)/C(C#N)=N/Nc1ccc(S(N)(=O)=O)cc1	0.8	0.2	2.0	15.1	-5.7	0.5	11.9	-6.7	-0.1
CCCOc1ccc(N2CC(C(=O)NCCc3ccc(OC)c(OC)c3)CC2=O)cc1 (stereo not drawn)	-1.0	x	2.4	-11.2	-5.4	-4.1	-7.7	-0.5	-0.4
Cn1c(=O)c2c([nH]c(OCc3ccc(Cl)cc3Cl)[n+]2Cc2ccc(F)cc2)n(C)c1=O	-1.6	x	1.5	-14.4	u	-2.8	0.5	-2.0	-1.8
O=c1c2cccnc2n(-c2ccccc2)n1Cc1ccc(Cl)cc1	-1.4	x	10.7	-0.6	-2.3	-3.5	0.9	-3.5	-3.9
c1cncc(CN2CCN(c3cc(-c4cnc5ccccc5c4)nc4ccnn34)CC2)c1	0.2	6.0	0.9	-8.8	-19.4	-4.4	0.4	-8.6	x
CCOC(=O)CCNC(=O)c1ccc2nc(C3CCCCC3)oc2c1	-2.6	0.1	2.0	-15.0	12.7	-3.3	-5.1	3.8	-0.8
C=CCSc1nnc(NC(=O)CCN2C(=O)C3CC=CCC3C2=O)s1 (stereo not drawn)	3.8	-0.7	-0.9	12.1	6.5	1.0	3.5	-3.0	2.8
CCCc1nc2nc(C)c(NS(=O)(=O)c3ccc(C4CCCCC4)cc3)c(=O)n2[nH]1	-5.0	10.2	-2.8	21.5	-32.0	-1.7	-3.7	-4.5	1.7
CC(C)(C)S(=O)N1Cc2cc(CO)cc(CCO)c2[C@@H]1CCO (stereo partly drawn)	0.2	-1.1	-1.6	17.7	-3.5	-1.6	-5.2	4.2	x
N#Cc1ccccc1C[C@H](N)C(=O)NC[C@H]1O[C@@H](n2cnc3c(N)ncnc32)[C@H](O)[C@@H]1O	-0.4	-0.1	3.5	2.7	-2.8	-0.6	x	6.3	x
CNC(=O)CSc1nc2cccnc2n1-c1ccc(F)cc1	-0.6	-0.1	1.2	4.1	7.4	-0.1	5.5	2.5	2.7
Cc1nc(C(=O)NNC(=O)c2ccc(C(F)(F)F)cc2)cs1	x	-0.1	-0.4	-5.8	x	-0.9	17.2	5.3	0.2
CCN1C[C@@H]2[C@@H]3C(=O)N(C)C(=O)[C@@H]3[C@](Cc3ccccc3)(C1=O)N2C(=O)c1ccc(Cl)c(Cl)c1	-0.2	1.3	0.3	-5.2	1.4	-0.5	2.5	-1.2	x
CN(C(=O)CSc1nc2ccccc2c(=O)n1-c1ccc(F)cc1)C1CCS(=O)(=O)C1 (stereo not drawn)	-1.9	26.1	-1.0	-2.8	0.8	-4.5	-4.7	0.2	x
Cc1ccc(C(=O)Cn2c(N3CCOCC3)nc3c2c(=O)n(C)c(=O)n3C)cc1	-0.6	0.0	0.7	-13.6	-4.9	0.3	7.4	-2.9	6.0
CCCCCCNC(=O)O[C@H]1Cn2c(=O)n(CCCCCC)c(=O)n2[C@@H]2CN(S(=O)(=O)c3ccc(C)cc3)C[C@]12O	0.5	0.2	-2.2	27.9	3.4	-10.5	-2.4	6.5	x
CCOC(=O)c1cc(-c2cc(OC)c(OC)c(OC)c2)nc2c1c(=O)[nH]c(=O)n2Cc1ccccc1	0.4	x	6.8	-7.2	1.6	-1.4	5.4	4.9	-1.0
O=C(COC(=O)c1ccc([N+](=O)[O-])cc1)Nc1ccc(Cl)cn1	3.1	-0.3	2.4	-2.8	-14.7	-0.4	-2.2	-0.1	1.8
COc1ccc(C(CNC(=O)CCNS(=O)(=O)c2ccc(C)cc2)N2CCOCC2)cc1 (stereo not drawn)	x	-0.8	0.4	-5.7	x	-4.1	-3.8	14.1	2.1
O=C(Nn1cnnc1)c1ccc([N+](=O)[O-])cc1	-0.4	-0.4	3.1	-3.0	-2.7	0.7	6.9	-9.3	0.8
CCNC(=S)N/N=C/c1ccc(C#N)cc1	-0.5	-0.8	-5.0	-1.5	-3.1	-3.2	38.8*	-5.0	-1.4
COc1ccc2[nH]c(O)c(N=NC(=O)c3ccc(NS(=O)(=O)c4cccs4)cc3)c2c1	0.3	-1.2	0.3	15.4	-4.1	-1.2	15.3	-12.7	-0.9
